Screens from PubChem BioAssay.
PLK1 PBD block: qHTS for Inhibitors of PLK1-PDB (polo-like kinase 1 - polo-box domain): Primary Screen; Potency, µM, for the others: max response, negative = inhibition, most hits filed as inhibitors; Serine/threonine-protein kinase PLK1 (Homo sapiens), P53350; Plk1 PBD binding of FITC phosphopeptide, fluorescence polarization; 360,000 compounds, 2.8% hits; also: potency is read from the fitted curve at half-maximal effect; series mostly up to about 57 µM; % is scaled to controls: 0 for no effect and ±100 for the full control effect; nearly all actives have a fitted effect of over 65% in size
PI5P4K alpha inh: qHTS for Inhibitors of phosphatidylinositol 5-phosphate 4-kinase (PI5P4K); PI5P4Kalpha enzyme, ADP-Glo luminescence, 60 min; stronger effect = lower value; AID 652105, 2013; 330,000 compounds, 1.2% hits; max response, %; active = max response of -50% or lower; inconclusive = between -30% and -50%; inactive = -30% or higher; also: value at the top dose of about 77 µM; % is scaled to controls: 0 for no effect and ±100 for the full control effect
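ADP-Glo luminescence end-point read after a 60 min room-temperature kinase reaction of PI5P4Kalpha plus substrate, initiated with ATP at 5 microM final. Buffer: 0.038 M HEPES pH 7.4, EGTA, 0.1% CHAPS, 5% DMSO.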
EPAC1 antagonist: qHTS for Antagonist of cAMP-regulated guanine nucleotide exchange factor 3 (EPAC1): primary screen | Rap guanine nucleotide exchange factor 3 (Homo sapiens), O95398 | Potency, µM (top dose mostly 115 µM), for the others: top-dose activity change, negative = inhibition, most hits filed as inhibitors | 360,000 compounds, 0.14% hits | EPAC1 GEF assay, Rap1b-BODIPY-GDP exchange fluorescence;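 also: potency is read from the fitted curve at half-maximal effect; plate controls were vehicle for no effect and positive control for full effect; nearly all actives have a fitted effect of over 50% in size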
WRN inhibitor: qHTS for Inhibitors of WRN Helicase | AID 651768, 2012 | Potency, µM (series often up to 114 µM), inactives show at the top dose activity change, negative = inhibition, hits mostly inhibitors | 360,000 compounds, 0.46% hits | WRN helicase unwinding, fluorescent forked duplex, kinetic; also: potency is read from the fitted curve at half-maximal effect; % is scaled to controls: 0 for no effect and ±100 for the full control effect; nearly all actives have a fitted effect of over 55% in size
Target sequence (Q14191 whole entry, looked up): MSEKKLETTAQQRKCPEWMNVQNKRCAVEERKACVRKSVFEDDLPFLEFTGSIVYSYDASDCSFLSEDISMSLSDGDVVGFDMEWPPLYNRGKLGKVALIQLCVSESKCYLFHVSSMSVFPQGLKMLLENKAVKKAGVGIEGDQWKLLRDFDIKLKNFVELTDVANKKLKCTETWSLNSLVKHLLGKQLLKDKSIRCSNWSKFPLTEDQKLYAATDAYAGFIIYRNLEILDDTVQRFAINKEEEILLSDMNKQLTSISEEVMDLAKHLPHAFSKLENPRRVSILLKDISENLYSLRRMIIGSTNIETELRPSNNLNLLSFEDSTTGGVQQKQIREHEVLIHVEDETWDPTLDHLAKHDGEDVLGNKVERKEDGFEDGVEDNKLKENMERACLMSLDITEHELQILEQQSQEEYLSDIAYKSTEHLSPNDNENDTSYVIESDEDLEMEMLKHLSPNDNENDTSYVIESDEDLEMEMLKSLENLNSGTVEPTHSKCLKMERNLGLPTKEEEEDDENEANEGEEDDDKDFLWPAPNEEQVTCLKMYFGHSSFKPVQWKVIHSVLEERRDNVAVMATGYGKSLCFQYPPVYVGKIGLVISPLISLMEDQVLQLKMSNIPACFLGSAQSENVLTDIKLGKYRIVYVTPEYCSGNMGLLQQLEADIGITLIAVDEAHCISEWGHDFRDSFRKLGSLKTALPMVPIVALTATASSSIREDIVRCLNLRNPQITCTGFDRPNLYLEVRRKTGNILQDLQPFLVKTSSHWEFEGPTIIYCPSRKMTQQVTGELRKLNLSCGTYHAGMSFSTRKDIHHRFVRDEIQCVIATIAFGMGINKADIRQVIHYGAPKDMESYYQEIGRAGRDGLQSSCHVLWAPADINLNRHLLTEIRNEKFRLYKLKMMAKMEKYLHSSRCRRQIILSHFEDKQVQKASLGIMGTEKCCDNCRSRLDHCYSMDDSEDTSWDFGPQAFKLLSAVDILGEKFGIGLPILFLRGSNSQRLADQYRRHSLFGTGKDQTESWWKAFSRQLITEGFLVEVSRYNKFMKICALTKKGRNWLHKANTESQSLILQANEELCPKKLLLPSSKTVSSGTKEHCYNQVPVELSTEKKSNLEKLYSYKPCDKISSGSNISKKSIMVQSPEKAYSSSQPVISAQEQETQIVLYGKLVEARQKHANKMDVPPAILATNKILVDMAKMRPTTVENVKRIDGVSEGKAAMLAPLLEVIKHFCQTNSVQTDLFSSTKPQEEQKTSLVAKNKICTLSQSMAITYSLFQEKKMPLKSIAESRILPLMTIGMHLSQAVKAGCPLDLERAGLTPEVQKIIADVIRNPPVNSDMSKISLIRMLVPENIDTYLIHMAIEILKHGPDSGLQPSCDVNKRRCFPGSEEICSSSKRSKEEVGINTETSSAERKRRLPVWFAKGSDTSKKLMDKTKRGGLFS
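Enzyme (20 nM final) and test compound sit together 15 min at room temperature before substrate addition. Substrate is a single-forked duplex oligonucleotide (100 nM) labelled with fluorophore and quencher, with 2 mM ATP; helicase unwinding raises red fluorescence, read kinetically.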
FUS yeast rescue: qHTS for Suppressors of FUS Proteinopathy: Primary screen using FUS-linked yeast assay; 390,000 compounds, 0.24% hits; AID 1347120, 2019; S. cerevisiae FUS-expressing, growth rescue, OD600, 24 h; Potency, µM (highest dose often 76.6 µM), for inactives: top-dose growth rescue (activation), hits mostly activators;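 also: potency is read from the fitted curve at half-maximal effect; plate controls were DMSO vehicle for no effect and reference control for full effect; nearly all actives have a fitted effect of over 55% in size; some results filed as inactive show a strong effect at the top dose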
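Cultures pregrown in 2.5% raffinose medium are shifted to minimal medium containing 2% galactose to express toxic FUS. Compounds are tested at several concentrations. After 24hr at 30C, growth is quantified at 600 nm absorbance.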
EPAC1 agonist: qHTS for Agonist of cAMP-regulated guanine nucleotide exchange factor 3 (EPAC1): primary screen; Rap guanine nucleotide exchange factor 3 (Homo sapiens), O95398; EPAC1 agonist qHTS, biochemical assay; response scale: 100% = response to 6.5 mM cAMP; Potency, µM (series often up to 154 µM), for the others: at the highest dose activation, hits mostly activators; 360,000 compounds, 0.073% hits; AID 720707, 2013; also: potency is read from the fitted curve at half-maximal effect; nearly all actives have a fitted effect of over 60% in size
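Compounds were pinned as a concentration titration into mixtures of EPAC1 (100 nM), BODIPY-GDP-loaded Rap1B (250 nM) and GDP (50 uM). After 5 min at room temperature, fluorescence was followed for 30 min; activity was scaled to 6.5 mM cAMP.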
Abeta yeast res: qHTS for compounds that reverse cellular toxicity of Amyloid beta (A-beta) peptide in yeast: Primary Screen. yeast expressing A-beta42, growth rescue, OD600, 48 h; response scale: 0% DMSO, 100% iron-clioquinol control. Potency, µM (series often up to 46.1 µM), without a hit: at the top dose growth rescue, hits mostly activators. 410,000 compounds, 0.063% hits. AID 1347071, 2019; also: potency is read from the fitted curve at half-maximal effect; nearly all actives have a fitted effect of over 55% in size
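Growth rescue measured by 600 nm absorbance after 48 h yeast culture at 30 C with compound. Values normalized between DMSO and an equimolar ferric chloride plus clioquinol control.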
IL-2 act: qHTS of IL-2 Activators; IL-2 activation reporter assay, cell-based qHTS; stimulated with anti-CD3/CD4/CD28 beads; in transgenic mouse T cells; 360,000 compounds, 0.065% hits; activation, % (series mostly up to about 46 µM); in the data active = activation above about 50%; inconclusive = mostly about 30% to 49%; also: 0% is about no effect
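Screening format: compound pinned onto unstimulated transgenic mouse T cells, 60 min incubation, then anti-CD3/anti-CD4/anti-CD28 bead stimulation for 18 hours at 37 degrees C, followed by EGFP and DsRed detection.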
* hit, by the source's call; ? = inconclusive; · = no result given; & = joins results of further samples; [ ] = remark or other dose. Unless noted, calls follow the shape of the dose curve; as a rule, active = well fitted curve in the direction sought with a large enough effect; inconclusive = small, poorly fitted or top-dose-only effect, or another doubt; inactive = no such curve, though single readings can be large; an effect the other way counts as inactive or inconclusive.

SMILES	PLK1 PBD block	PI5P4K alpha inh	EPAC1 antagonist	WRN inhibitor	FUS yeast rescue	EPAC1 agonist	Abeta yeast res	IL-2 act
O=C(COC(=O)/C=C/c1cccc(Cl)c1)Nc1c(F)cccc1F	2%	0	-3%	-6%	11%	-7%	-9%	1.0
COCC(=O)Oc1c(S(=O)(=O)c2ccccc2)c(C)nn1C(C)(C)C	-30%	4	-1%	11%	10%	12%	0%	0.1
Cn1c(CSCc2ccc(Cl)cc2)nnc1SCC(=O)Nc1nc2ccccc2s1	-7%	·	3%	0%	5%	12%	-8%	-3.3
Cc1ccccc1-n1c(SCC(=O)N(C)C2CCS(=O)(=O)C2)nc2ccccc2c1=O (stereo not given)	-8%	1	-21%	3%	10%	8%	-3%	-0.5
CC1=CC(C)(C)NC(=S)N1c1cccc2cc(S(=O)(=O)O)ccc12	27µM*	-28	-17%	-22%	-3%	5%	15%	1.4
O=C(NCCc1ccccc1)c1ccc(CS(=O)(=O)c2ccc(Br)cc2)o1	-8%	5	-20%	-2%	-20%&10%	0%	-13%	0.0
COc1ccccc1OCCNC(=O)CC(NC(C)=O)c1ccccc1 (stereo not given)	2%	0	-2%	4%	-2%	7%	12%	-0.6
CCOC(=O)C1(Cc2cccc(F)c2)CCN(C(=O)c2cnccn2)CC1	-15%	1	8%	-18%	6%	4%	-6%	-0.9
Cc1ccc(-c2c(CC(=O)O)c(C)nc3sc4c(c23)CCCC4)cc1	-15%	4	13%	-3%[57.1 µM]	?	-1%	-24%	8.4
CC(=O)c1cccc(NC(=O)CCCN(C)S(=O)(=O)c2ccc(F)cc2)c1	-9%	5	4%	4%	7%	3%	2%	0.7
N#Cc1ccccc1OCC(=O)NNC(=O)CCNC(=O)c1ccccc1	-12%	1	-21%	?	5%	-5%	20%	1.3
CCc1cccc(C)c1NC(=S)N(CCCN1CCOCC1)Cc1cccnc1	-8%	1	-2%	-1%	9%	5%	-13%	1.2
Cc1cc(C)c2nc(Cl)c(Cl)nc2c1	-23%	-2	3%	0%	-10%	6%	0%	0.3
CC(NC(=O)CNC(=O)c1ccc2c(c1)OCO2)c1ccc(S(N)(=O)=O)cc1 (stereo not given)	-12%	1	12%	3%	15%	6%	-4%	-0.7
C=CCNC(=S)N/N=C/c1cn(-c2ccccc2)nc1-c1ccc(OC)cc1	-3%	1	-10%	-2%	·	15%	3%	-0.5
COc1cc2ccc(C(C)=NOC(C)=O)cc2cc1OC	2%	7	13%	0%	-2%	11%	-5%	1.3
O=C(CNC(=O)c1ccc(=O)[nH]c1)Nc1ccc(F)c(F)c1	-9%	-1	3%	-6%	7%	2%	-14%	-1.0
CCCNC(=O)Cn1nc(C(F)(F)F)c2c1CCCC2	-12%	2	10%	-5%	-15%	-6%	-9%	-0.1
CCOc1ccc(/C=C/C2=Cc3c(sc(NC(=O)CSc4n[nH]c(N)n4)c3C#N)C(C)(C)C2)cc1	-16%	·	-5%	45µM*	8.9µM*	16%	2%	-1.8
CCCc1nc2oc3c(NCCCN(C)C)ncnc3c2c2c1CCCC2	-5%	19	-4%	3%	18%	12%	-16%	-4.1
CC(NC(=O)NNC(=O)c1ccncc1)(C(F)(F)F)C(F)(F)F	7%	4	-2%	-11%	-11%	-9%	-9%	-0.8
C=CCN(CC=C)C(=O)C1CCN(Cc2ccc(OCc3ccccc3)cc2)CC1	-2%	-5	-5%	4%	10%	-5%	-3%	-0.3
COCCNC(=O)C1(C)CCCN(C(=O)c2ccc3snnc3c2)C1 (stereo not given)	-4%	0	6%	2%	14%	10%	-13%	-0.3
CCOC(=O)C1CCCN(C(=O)Nc2c(-c3ccccc3)noc2C)C1 (stereo not given)	0%	0	13%	-1%	17%	-5%	2%	-2.9
CC1CCCCN1Cc1ccc(N)cc1 (stereo not given)	-8%	-4	-18%	4%	0%	-1%	5%	-2.4
O=C(NC(=S)N1CCCCCC1)c1ccccc1	3%	-4	15%	8%	1%	2%	12%	2.4
CCCCC1CC1C(=O)Nc1ccc(OC)c(OC)c1 (stereo not given)	-9%	·	0%	-9%	29%	7%	-24%	-0.1
CCO[C@H]1OC(C(=O)Nc2ccccc2)=C[C@@H](C)[C@@H]1CCCO	-9%	1	-10%	3%	-4%	-14%	3%	0.0
NS(=O)(=O)c1ccc(CNC(=O)c2cc(S(=O)(=O)N3CCOCC3)ccc2N2CCCC2)cc1	-6%	-1	-20%	5%	-18%	-3%	-2%	-2.5
C=CCn1c(-c2ccc(S(=O)(=O)N3CCOCC3)cc2)csc1=Nc1ccccc1	-13%	1	6%	-10%	15%	2%	6%	0.1

5 entries already listed, arranged by formula weight, descending:
SMILES	PLK1 PBD block	PI5P4K alpha inh	EPAC1 antagonist	WRN inhibitor	FUS yeast rescue	EPAC1 agonist	Abeta yeast res	IL-2 act
CCc1cccc(C)c1NC(=S)N(CCCN1CCOCC1)Cc1cccnc1	-8%	1	-2%	-1%	9%	5%	-13%	1.2
CCOC(=O)C1(Cc2cccc(F)c2)CCN(C(=O)c2cnccn2)CC1	-15%	1	8%	-18%	6%	4%	-6%	-0.9
CCO[C@H]1OC(C(=O)Nc2ccccc2)=C[C@@H](C)[C@@H]1CCCO	-9%	1	-10%	3%	-4%	-14%	3%	0.0
COc1cc2ccc(C(C)=NOC(C)=O)cc2cc1OC	2%	7	13%	0%	-2%	11%	-5%	1.3
O=C(NC(=S)N1CCCCCC1)c1ccccc1	3%	-4	15%	8%	1%	2%	12%	2.4

(cont.)
SMILES	PLK1 PBD block	PI5P4K alpha inh	EPAC1 antagonist	WRN inhibitor	FUS yeast rescue	EPAC1 agonist	Abeta yeast res	IL-2 act
COc1ccc(CCN2CC(C(=O)NCc3cnn(C)c3)CCC2=O)cc1 (stereo not given)	3%	2	10%	5%	-13%	3%	2%	-2.6
CCN1CCN(CCCNC(=O)C2CCCN(c3nnc(-n4cccc4)s3)C2)CC1 (stereo not given)	1%	11	8%	2%	4%	-2%	4%	0.6
CN1CCn2cnc(C(=O)N[C@@H](Cc3ccccc3)C(=O)OC(C)(C)C)c2C1=O	-5%	2	-29%	0%	14%	-1%	13%	-2.1
CC(C)C(N)c1csc(NC(=O)Nc2cccc(C(F)(F)F)c2)n1 (stereo not given)	3%	-5	8%	7%	0%	-1%	-6%	-0.8
CN(Cc1ccccc1)Cc1cc(=O)oc2ccccc12	-3%	0	-16%	-7%	-9%	-5%	-9%	0.4
CC(=O)NC1C(=O)N=C(SCC(=O)Nc2cccc(Cl)c2)NC1=O (stereo not given)	-5%	-4	13%	-6%	11%	-2%	5%	3.3
C/[N+]([O-])=C\c1ccc([N+](=O)[O-])o1	-24%	-8	26%	-10%	-10%	-7%	-45%[inhibitor]	0.7
CC(C)(C)c1ccc(C(=O)c2cn[nH]c2-c2ccccc2O)cc1	0%	-4	?	-8%	23%	-3%	-3%	-0.7
CCCCn1c(N)c(N(CC(C)C)C(=O)CSCC(=O)Nc2cccc(C)c2)c(=O)[nH]c1=O	-7%	4	-6%	-2%	31%	-40%[inhibitor]	-2%	0.6
Cc1ncoc1C(=O)N1CCCC(N2CCN(c3cccc(C(F)(F)F)c3)CC2)C1 (stereo not given)	1%	-2	1%	8%	5%	-9%	-4%	-0.7
CC(=O)NCCC(=O)Nc1cc(F)ccc1C	0%	2	6%	-10%	-11%	7%	35%	-0.2
CCOc1ccc(NC(=O)Cn2c(=O)n(CCCC(=O)NC3CCN(Cc4ccccc4)CC3)c(=O)c3ccccc32)cc1	-4%	2	10%	-12%	19%	4%	-2%	-0.5
COc1ccc([C@H]2CC(=O)C=C(c3cccc(OCc4ccccc4)c3)C2)cc1	-10%	-1	-19%	-1%	-9%	-6%	5%	1.7
Cc1ccc(/C=C/C(=O)NCCCN2CCN(CCCNC(=O)/C=C/c3ccc(C)o3)CC2)o1	-7%	-5	-11%	-21%	·	1%	11%	-0.3
O=C1C2C(C(=O)N1CCN1CCN(Cc3ccc([N+](=O)[O-])cc3)CC1)[C@H]1C=C[C@@H]2C1 (stereo not given in full)	-2%	5	2%	-19%	-10%	1%	-5%	1.3

Next part (2 carried over from the part before).
SMILES	PLK1 PBD block	PI5P4K alpha inh	EPAC1 antagonist	WRN inhibitor	FUS yeast rescue	EPAC1 agonist	Abeta yeast res	IL-2 act
Cc1ccc(/C=C/C(=O)NCCCN2CCN(CCCNC(=O)/C=C/c3ccc(C)o3)CC2)o1	-7%	-5	-11%	-21%	·	1%	11%	-0.3
O=C1C2C(C(=O)N1CCN1CCN(Cc3ccc([N+](=O)[O-])cc3)CC1)[C@H]1C=C[C@@H]2C1 (stereo not given in full)	-2%	5	2%	-19%	-10%	1%	-5%	1.3
CC(=O)N1N=C(c2ccccc2OC(=O)/C=C/c2ccccc2)CC1c1ccccc1 (stereo not given)	-14%	3	-29%	?	20%	15%	6%	0.5
O=[n+]1cc(-c2ccc(Br)cc2)n([O-])c2c1CCC2	-1%	-6	2%	-7%	·	7%	8%	-2.4
CCCCNC(=S)NNC(=O)c1ccoc1C	-1%	·	0%	8%	4%	-3%	7%	-0.1
COc1ccc(C=CC(=O)c2ccc([N+](=O)[O-])cc2)cc1	5%	-8	4%	-9%	2%	7%	1%	-0.6
Cc1ccc(N(CC(=O)NC2CCCCC2)S(=O)(=O)c2c(C)noc2C)cc1	-5%	-2	5%	-10%	-9%	-5%	-3%	0.4
